yeast rad50 = NCI yeast anticancer drug screen, S. cerevisiae rad50 strain; 79,000 compounds, 10% hits; % growth inhibition at 50 µM;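 further: 0% = growth of vehicle-only cultures of the same strain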
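Yeast carrying a defined DNA repair defect were exposed to test compounds, and growth was compared with vehicle-treated controls to give percent inhibition.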
yeast mlh1 rad18 = NCI yeast anticancer drug screen, S. cerevisiae mlh1 rad18 strain | % growth inhibition at 50 µM | 79,000 compounds, 11% hits | AID 175;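 further: 0% = growth of vehicle-only cultures of the same strain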
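Steps: expose repair-defective yeast to compound; measure growth; express inhibition against vehicle-treated controls.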
yeast sgs1 mgt1 = NCI yeast anticancer drug screen, S. cerevisiae sgs1 mgt1 strain; % growth inhibition at 50 µM; 78,000 compounds, 10% hits;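 further: 0% = growth of vehicle-only cultures of the same strain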
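Read-out: growth inhibition vs vehicle controls. Cells: mutant yeast strain deficient in DNA damage repair.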
mec2-1 = NCI yeast anticancer drug screen, S. cerevisiae mec2-1 strain | % growth inhibition at 50 µM | 79,000 compounds, 9% hits | AID 157;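 further: 0% = growth of vehicle-only cultures of the same strain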
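Using mec2-1 yeast: add compound, measure growth, express inhibition versus vehicle-treated cultures.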
bub3 = NCI yeast anticancer drug screen, S. cerevisiae bub3 mutant strain; 78,000 compounds, 9.9% hits; growth inhibition, % at 50 µM;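 further: 0% = growth of vehicle-only cultures of the same strain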
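Screening used yeast with an engineered genetic alteration affecting cell cycle control. Compound-exposed cultures were compared with vehicle cultures, and reduced growth was taken as inhibition.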
yeast cln2 rad14 = NCI yeast anticancer drug screen, S. cerevisiae cln2 rad14 strain; % growth inhibition at 50 µM; 78,000 compounds, 8.3% hits;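 further: 0% = growth of vehicle-only cultures of the same strain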
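Test compounds were added to cln2 rad14 yeast cultures; inhibition of growth was then determined by comparison with vehicle treatment.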
Starred values were filed as active, the others as inactive; · = not tested or not shown; & = joins results of further samples. No stated cut-off is given here; in the data, active means growth inhibition above about 70%; inactive means the rest.

cpd	molecule	yeast cln2 rad14	mec2-1	yeast sgs1 mgt1	bub3	yeast rad50	yeast mlh1 rad18
1	O=[N+]([O-])c1ccc(S(=O)(=O)N/N=C/c2cccc([N+](=O)[O-])c2)cc1	-15	-13	1	0	-8	-12
2	CC(C)OC1OCN(C(C)(C)C)CC1(C)C (stereo not drawn)	-6	6	11	15	7	-1
3	CC(=O)CC(=O)c1ccc(C(=O)CC(C)=O)cc1.[Fe]	12	-2	-8	14	-8	2
4	CCCCc1ccc2nccc(N/N=C/c3ccc(OC)c4ccccc34)c2c1	62	69	77*	79*	80*	90*
5	COC1=C2CC(C)CC(OC)C(OC(C)=O)C(C)/C=C(\C)C(OC(N)=O)C(OC)/C=C\C=C(/C)C(=O)NC(=CC1=O)C2=O (stereo not drawn)	87*	91*	92*	91*	90*	89*
6	CN(C)c1snc2c1c(=O)n(C)c(=O)n2C	29	-31	-9	-21	-20	-20
7	CC(NC(=O)C(N)CCC(=O)O)C(=O)NCP(=O)(O)O (stereo not drawn)	26	-49	0	4	-13	8
8	CC(O)CN1CCN(CC(C)O)CC1.[I][Pt+2][I] (stereo not drawn)	18	37	79*	-2	60	93*
9	CCOC(=O)CNCc1cccnc1	26	8	5	16	8	33
10	CC(C)(C)C(=O)Nc1c(Cl)c(C2CC2)nn1-c1ccccc1	11	-1	25	22	8	19
11	C/C=C\CCC(=O)c1ccccc1	-3	-12	-17	-29	4	-18
12	N#CC(=Nc1ccc(F)cc1)Nc1ccc(F)cc1	5	-35	7	4	4	21
13	CC(N=Cc1ccc(Cl)cc1)c1ccccc1 (stereo not drawn)	-69	6	-7	2	25	9
14	COC(O)C(=O)c1c2c(cc3c1CC1(Cc4cc5c(cc4C1)CCC5)C3)CCC2 (stereo not drawn)	88*	81*	83*	88*	69	91*
15	O=[N+]([O-])c1ccccc1N=Nc1c(O)[nH]c2cccc(C(F)(F)F)c12	50	18	84*	46	94*	95*
16	CS/C(=C\c1ccc(C(=O)c2ccc(C)cc2)n1C)S(C)=O (stereo not drawn)	11	15	42	-1	17	35
17	CNCc1cccc(OC)c1OC	-1	-5	-2	16	-1	-3
18	N#CCCN(CCC#N)c1nc(-c2ccccc2)nc(N(CCC#N)CCC#N)n1	1	-17	-2	3	-2	15
19	O=C(Cc1ccccn1)c1ccccn1	-9	-36	-11	-3	-22	-11
20	CC(=O)Nc1ccc(N)cc1	-1	-2	2	15	8	35
21	O=Nc1ccc(Cl)cc1	7	29	-10	15	-7	8
22	CP(=O)(Cc1ccccc1)c1ccccc1 (stereo not drawn)	-19	23	-24	-20	-12	-2
23	CN=S(=O)(C[C@]1(O)CC2OC1C1OC(C)(C)OC21)c1ccccc1 (stereo partly drawn)	8	-15	-24	-1	-6	-21
24	Cc1cc(C)nc(NS(=O)(=O)c2ccc(NC(=O)c3cccc4c(Nc5ccc(S(=O)(=O)N=C(N)N)cc5)c5ccc(Cl)cc5nc34)cc2)n1	24	23	27	13	16	33
25	COc1ccc(C2CC(C)(O)Oc3cc4c(cc32)OCO4)cc1 (stereo not drawn)	44	26	14	45	48	27
26	CCOC(=O)CCC(Br)(Br)Br	13	16	2	5	10	10
27	CC(C)(C(=O)O)C(=O)O	8	3	1	21	7	3
28	NCCCN1c2ccccc2Sc2ccc(Cl)cc21	-26	-26	13	72*	-11	18
29	CC(=O)Oc1ccccc1C(=O)O	10	19	10	6	15	12
30	COc1cc(C(=O)CBr)c(OC)cc1C	17	-11	38	2	11	47
31	N=Nc1c(OC(=O)Nc2ccccc2)[nH]c2ccccc12	64	-6	14	32	9	71*
32	CN(C)C(=S)SCCC(=O)O	8	-4	6	-3	3	-8
33	NC(CC(=O)O)C(=O)OCc1cccc(N=Nc2ccccc2)c1 (stereo not drawn)	-3	-8	-7	-2	8	4
34	CNc1cccc(C(=O)O)c1	-29	0	-16	-22	-3	-1
35	O=C(CN(c1ccccc1)c1ccccc1)n1nnc2ccccc21	52	79*	48	74*	74*	70*
36	Cn1c(=O)c2c(=O)n3ccccc3nc2n(C)c1=O	68	48	72*	63	48	69
37	COc1ccc(NC(=O)Nc2cccc(C(=O)O)c2)c(OC)c1	17	19	15	26	7	22
38	CN(C)N=Nc1ccc(NC=O)cc1	85*	92*	66	79*	90*	87*
39	Cc1cc2nc(N3CCOCC3)n(C3OC(CO)C(O)C3O)c2cc1C (stereo not drawn)	2	6	23	-9	-7	4
40	CCC(O)c1ccc(OC)cc1 (stereo not drawn)	-72	3	4	5	-2	2
41	CC1CCC(C(O)(C(=O)O)C2CCC(C)CC2)CC1 (stereo not drawn)	48	19	10	49	38	50
42	Cc1cnc2[nH]c(-c3ccc(Cl)cc3)cc(=O)c2c1	-31	-22	-32	-32	-6	-52
43	Cc1ccc2nc(NC(=O)C(=O)CC(=O)c3cccc4ccccc34)sc2c1	3	4	8	-3	0	9
44	CC(C)Cn1c(=O)n(C)c(=O)c2c1ncn2C	-28	-13	-20	-9	-23	-7
45	CCOC(=O)/C(=C\c1cccc(Br)c1)C(C)=O	93*	95*	93*	93*	93*	92*
46	C=C1N(C)c2ccccc2C1(C)C	29	10	-12	6	23	17
47	CC(=O)C(CCC#N)(CCC#N)C(C)=O	-6	-25	-5	-1	-19	-16
48	COC(=O)C(Cc1ccc2c(c1)OCO2)(NC(=O)c1ccccc1)P(=O)(OC)OC (stereo not drawn)	17	1	-9	-25	-30	-32
49	COC(=O)N/N=C\c1ccnc2ccccc12	-6	8	4	15	13	16
50	CCCCc1nnc(NS(=O)(=O)c2ccc(C)cc2)s1	49	50	72*	68	72*	59
51	Nc1ccc(/C=C2/c3ccccc3-c3nc4ccccc4cc32)cc1	5	16	60	7	79*	52
52	Cc1c(NC(=O)CCl)c(=O)n(-c2ccccc2)n1C	6	-53	-22	-40	-30	-15
53	O=c1c2c([nH]c3nccn13)CCCC2	-1	-2	12	1	4	-18
54	Cc1ccc(NC(=S)NC(=O)c2ccccc2)cc1	-56	5	9	3	11	24
55	CCOC(=O)CSCC(=O)OCC	8	-9	-17	-9	4	-5
56	O=C(Nc1ccc2c(c1)Cc1c(F)cccc1-2)C(F)(F)F	-8	-16	-4	9	-5	11
57	CCCNC(=O)C1C(=O)C(=O)N(CCC)C1=O (stereo not drawn)	-4	4	4	-4	8	4
58	NC(=O)c1c([N+](=O)[O-])ncn1C1OC(CO)C(O)C1O (stereo not drawn)	-12	-8	-6	6	20	14
59	O[C@H](CNCCS)[C@@H](O)CNCCS	28	54	80*	40	78*	79*
60	COc1cc2c(cc1C[N+](C)(C)CSc1ccccc1)-c1ccccc1CC2	99*	99*	99*	100*	99*	99*

Continued:
cpd	molecule	yeast cln2 rad14	mec2-1	yeast sgs1 mgt1	bub3	yeast rad50	yeast mlh1 rad18
61	COCC1C(COC)C2CCC1C2(Cc1ccccc1)Cc1ccccc1 (stereo not drawn)	-45	12	18	0	1	-7
62	CCCCNC(=O)c1ccc(OCC)cc1	-16	20	33	-9	12	0
63	CC(=O)OCCOc1ccccc1Cl	-17	-6	3	-23	3	-13
64	O=C(/C=C/c1ccc(-c2ccccc2)cc1)c1ccccc1	-3	-25	8	-21	-17	-18
65	COc1ccc(-n2c(N)c(C#N)c(C#N)c2-c2ccco2)cc1	-20	9	-9	-25	7	-39
66	CC(=O)OC1CCC2(C)C3=C(C(=O)CC2C1(C)C)C1(C)CCC(C(C)CCCC(C)C)C1(C)CC3=O (stereo not drawn)	-1	1	32	26	34	46
67	NCCNCCNc1ccc(NCCNCCN)c2c1C(=O)c1c(O)ccc(O)c1C2=O	7	0	15	-2	88*	16
68	CCCCC1CCC2CCCCC2C1 (stereo not drawn)	-18	-2	-8	-11	3	8
69	Cc1c2ccccc2c(CN(C)CC(=O)NCC(=O)NCC(=O)O)c2ccccc12	98*	98*	98*	98*	98*	99*
70	COC(=O)c1cc(-c2ccccc2)c2c(=O)n(-c3ccccc3)[nH]c2n1	-10	7	20	-5	14	5
71	N=C(N)c1ccc(Oc2ccc(Oc3ccc(C(=N)N)cc3)cc2)cc1	65	84*	81*	66	71*	81*
72	CC(C)(Oc1ccc2c(=O)cc(-c3ccc(Cl)cc3)oc2c1)C(=O)Nc1c(Cl)cccc1Cl	-15	-20	6	3	16	17
73	N#Cc1nc(C(O)c2ccccc2)oc1N (stereo not drawn)	12	16	-7	-10	-7	-71
74	CN=C(NC)C(c1ccccc1)c1ccccc1	-16	-10	-6	-6	0	-9
75	CC(C)(O)CN/C=C(\C(=O)OC(C)(C)C)N1C(=O)c2ccccc2C1=O	-12&-39	-7&3	-5&14	-5&-2	-17&17	18&3
76	c1cc[n+](C2c3ccccc3C([n+]3ccccc3)c3ccccc32)cc1 (stereo not drawn)	-24	19	17	28	25	42
77	CCC(C)(O)Cc1ccccc1Cl (stereo not drawn)	17	24	22	7	30	12
78	Nc1ccccc1OCC(=O)Nc1c(N)ncnc1N	3	-6	7	6	0	-4
79	Cc1ccc(S(=O)(=O)OC2CCCCCCCCCCC2=O)cc1 (stereo not drawn)	-12	6	-7	0	-4	6
80	c1ccc2c(c1)C[N+]1(CCCCCC1)C2	-10	6	11	1	7	11
81	CC1(C)CNC(=O)C2(C=NC(C)(C)CNC(=O)C3(C=N1)CCCO3)CCCO2 (stereo not drawn)	-9	-6	-36	-18	-10	-11
82	Cc1ccc2[nH]c3ccccc3c2c1	-15	15	23	15	26	31
83	COc1cc(/C=C/C(=O)OC(C)=O)cc(OC)c1OC	-38	0	0	10	-21	9
84	Cc1c(C(=O)CC2OC(=O)C(Cl)=C2Cl)c2ccccc2n1C(=O)Nc1ccc(Cl)cc1 (stereo not drawn)	-32	-7	11	5	16	5
85	Cc1ccc2oc(=O)c3c(O)c4cccc(OC5OC(C)C6O[C@@H](c7ccccc7)OC6C5OC5OC(C)C(O)C(O)C5O)c4c4oc(=O)c1c2c34 (stereo partly drawn)	84*	90*	92*	90*	87*	75*
86	S=C1Cc2c([nH]c3ccccc23)-c2ccccc2N1	-4	27	-9	23	-11	2
87	NC(=S)N1N=C(c2ccccc2)CC1=O	·	-9	·	·	33	19
88	O=c1n(CC2CO2)c(=O)n(CC2CO2)c(=O)n1CC1CO1 (stereo not drawn)	-6&-25	9&12	-19&20	-34&26	-1&-8	2&28
89	Cc1c(NC(=O)/C(=N/NC(=S)N=N)C2C(=O)CC(C)(C)CC2=O)c(O)c2ccccc2c1O	47	81*	85*	91*	95*	93*
90	Cc1c(C2OC(=O)c3ccccc32)n(C)c2ccccc12 (stereo not drawn)	-53	0	0	69	-5	21
91	CC(C)C(C=O)C(O)(C(F)(F)F)C(F)(F)F (stereo not drawn)	13	-3	-31	22	2	0
92	CCOC1(C)OC2OC(COC(c3ccccc3)(c3ccccc3)c3ccccc3)C(OC(=O)c3ccccc3)C(OC(=O)c3ccccc3)C2O1 (stereo not drawn)	-9	14	4	-6	-4	30
93	S=C(CSc1ccccc1)Nc1cccc2ccccc12	58	28	31	82*	77*	79*
94	COc1ccc2sc3c(C)ccc(NCC4CCCN5CCCCC45)c3c(=O)c2c1 (stereo not drawn)	99*	100*	99*	100*	97*	99*
95	Cc1nc2c(s/c(=N\N)n2-c2ccccc2)c(=O)n1C	-28	-32	-38	-23	-48	-50
96	C(=Nc1ccc(SSc2ccc(N=Cc3ccc4c(c3)OCO4)cc2)cc1)c1ccc2c(c1)OCO2	-9	0	-1	9	19	17
97	O=C1C(Br)=CC(Br)(Br)C=C1Br	92*	93*	94*	92*	91*	91*

Molecules listed so far that contain a COOH group:
cpd	molecule	yeast cln2 rad14	mec2-1	yeast sgs1 mgt1	bub3	yeast rad50	yeast mlh1 rad18
7	CC(NC(=O)C(N)CCC(=O)O)C(=O)NCP(=O)(O)O (stereo not drawn)	26	-49	0	4	-13	8
27	CC(C)(C(=O)O)C(=O)O	8	3	1	21	7	3
29	CC(=O)Oc1ccccc1C(=O)O	10	19	10	6	15	12
32	CN(C)C(=S)SCCC(=O)O	8	-4	6	-3	3	-8
33	NC(CC(=O)O)C(=O)OCc1cccc(N=Nc2ccccc2)c1 (stereo not drawn)	-3	-8	-7	-2	8	4
34	CNc1cccc(C(=O)O)c1	-29	0	-16	-22	-3	-1
37	COc1ccc(NC(=O)Nc2cccc(C(=O)O)c2)c(OC)c1	17	19	15	26	7	22
41	CC1CCC(C(O)(C(=O)O)C2CCC(C)CC2)CC1 (stereo not drawn)	48	19	10	49	38	50
69	Cc1c2ccccc2c(CN(C)CC(=O)NCC(=O)NCC(=O)O)c2ccccc12	98*	98*	98*	98*	98*	99*
